# PriA SSB inh = inhibitors of Klebsiella pneumoniae PriA binding to SSB C-terminal tail, primary screen, biochemical, AlphaScreen. PriA–SSB C-terminal tail interaction (Klebsiella pneumoniae). AlphaScreen SSBct-PriA binding, biotinylated peptide. inhibition, % at 33 µM. 430,000 tested, 0.6% active; in the data active = inhibition mostly above about 37%, no sharp cut-off; inactive = mostly below about 20%;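 also: plate controls were negative control peptide for no effect and reference peptide for full effect; strong numbers were not always called active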
# * = called active by the depositor; & = joins results of further samples. Only part of the results is shown; the hit share may differ from the screen's.
item	SMILES	PriA SSB inh
1	COc1ccccc1C=NNC(=O)CNC(=O)c1ccc(S(=O)(=O)N(C)C)cc1	2
2	Cc1cc(C)cc(NC(=O)CCCn2nc(-c3ccc(F)cc3)ccc2=O)c1	-7
3	CC(=O)NCC1CCN(c2cnccn2)CC1	-9
4	Cc1nc2c(C)cccc2cc1C(=O)NN=Cc1cccnc1	2
5	COc1ccc(NC(=Nc2nc(C)cc(C)n2)NC(C)=O)cc1OC	1
6	Clc1ccc(-c2cc(-c3nc(-c4ccc(Br)cc4)no3)[nH]n2)cc1	-7
7	O=S(=O)(Nc1cccc(-c2cn3c(n2)SCC3)c1)c1ccc2c(c1)OCCO2	28
8	COc1ccc(CC(=O)Nc2cc(-c3cccs3)nn2-c2nc(C)c(C)c(=O)[nH]2)cc1OC	-9
9	COC(=O)c1ccc2c(=O)n(-c3ccc4c(c3)OCO4)c(N3CCN(c4cccc(C)c4)CC3)nc2c1	2
10	CCCOc1ccc(C=NNC(=O)CSCc2ccc([N+](=O)[O-])cc2)cc1OCC	9
11	Cc1csc(SCc2cc(=O)c(OC(=O)c3ccc(S(=O)(=O)N4CCCC4)cc3)co2)n1	-9
12	Cc1ccc(S(=O)(=O)NCC(=O)NN=Cc2ccccc2O)cc1	-11
13	O=C(CCCNS(=O)(=O)c1ccccc1)NCc1cccnc1	-3
14	CN1CCN(C(CNC(=O)C(=O)Nc2cccc(C(F)(F)F)c2)c2ccsc2)CC1 (configuration not stated)	-11&-2
15	Cn1nc(C(=O)N2CCN(c3cccc(Cl)c3)CC2)ccc1=O	-16&9
16	O=C(NCCN1CCOC(c2ccccc2)C1)c1ccc2ccccc2c1 (configuration not stated)	4
17	CN1CCCc2cc(CCNC(=O)c3ccco3)ccc21	28
18	Cc1ccc(S(=O)(=O)NCCc2nnc3ccc(NCc4ccc(Cl)cc4)nn23)cc1	4
19	O=C(C1CCCO1)N1CCc2ccc(NS(=O)(=O)c3ccc(Cl)cc3)cc21 (configuration not stated)	-7
20	COc1cc(C=NNC(=O)CN2CC(c3ccccc3)CC2=O)ccc1OC(=O)N(C)C (configuration not stated)	-9
21	O=C(Nc1ccc2c(c1)CN(C(=O)c1ccco1)CC2)c1ccco1	-4
22	CS(=O)(=O)N1CCC(C(=O)N2CCN(c3nc4ccccc4s3)CC2)CC1	5
23	COc1ccc(CC(C)=NNC(=S)Nc2ccccc2)cc1	-5
24	O=C(CN1CCN(c2ccccc2F)C1=O)Nc1ccc2c(c1)Cc1ccccc1-2	-3
25	O=C(Cc1ccc(F)cc1)NN=Cc1ccc2c(c1)OCO2	-9
26	COc1ccc(S(=O)(=O)N2CCN(c3ccc(-c4cccnc4)nn3)CC2)cc1F	-16
27	COc1ccc(C(=O)NCCn2ncc3c(=O)n(Cc4ccc(C)cc4)cnc32)cc1OC	9
28	O=C(NCc1ccc(C(O)c2ccsc2)s1)C1(c2ccc(Cl)cc2)CCCC1 (configuration not stated)	-4
29	CCOC(=O)c1nn(-c2ccccc2C)c(=O)cc1NCCc1c[nH]c2ccccc12	15
30	COC(=O)c1sccc1S(=O)(=O)NCCc1csc(-n2cccn2)n1	1
31	Cc1cc(NC(=O)CSCc2ccccc2)n(-c2ncnc3c2cnn3-c2cccc(C)c2C)n1	-7
32	CON=C1CCn2c1c(C)c1ccccc12	7
33	O=C1C2C3C=CC(C3)C2C(=O)N1N=Cc1cn(Cc2ccccc2)c2ccccc12 (configuration not stated)	-2
34	Cc1ccnc(Nc2cc(NCCNS(=O)(=O)c3ccccc3Cl)ncn2)c1	-2
35	O=C(NCCN1CCOCC1)C(=O)Nc1cccc(N2CCCCC2=O)c1	-2
36	CCOc1ccc(OCC)c(NC(=O)c2n[nH]nc2Nc2ccc(OC)cc2)c1	1
37	Cc1ccc(S(=O)(=O)N=C(Nc2ccccc2I)c2ccccc2)cc1	-4
38	COc1ccc(Br)c(C(=O)N2CCC(c3nnc(C(C)C)o3)CC2)c1	5
39	O=C(CSc1nnc(NC(=O)C2CC(=O)N(c3ccccc3)C2)s1)OCc1ccccc1 (configuration not stated)	15
40	Cc1ccccc1C(=O)C(C#N)=NNc1c(C)n(C)n(-c2ccccc2)c1=O	71
41	O=c1ccc(-c2cccs2)nn1CCNS(=O)(=O)Cc1ccccc1	-6
42	Cc1ccc(C=NNC(=S)NCCc2ccccc2)s1	-13
43	CSc1cccc(C(=O)Nc2cc(C)on2)c1	1
44	Cc1ccccc1-c1nc(NC(=O)CSc2ncnc3sc4c(c23)CCC(C)C4)ns1 (configuration not stated)	-19
45	Cc1onc(-c2ccccc2Cl)c1C(=O)Nc1ccc(CC(=O)NC2CC2)cc1	2
46	O=C1NCCOc2ccc([N+](=O)[O-])cc21	21
47	COc1ccc(OC)c(-c2ccc(=O)n(CC(=O)O)n2)c1	-10
48	O=C(c1ccccc1)c1ccc(OCC(O)CN2CCN(c3ccccn3)CC2)cc1 (configuration not stated)	-3
49	COc1ccc(N2CC(C(=O)OCc3cc(-c4cccs4)on3)CC2=O)cc1 (configuration not stated)	-19
50	O=C(c1ccc(C(F)(F)F)cc1)N1CCN(Cc2nncn2C2CCCCC2)CC1	-12
51	O=C(c1cc2ccccc2o1)n1sc(=O)c2ccccc21	-1
52	CC(C(=O)NCc1cccs1)n1nnc2ccccc2c1=O (configuration not stated)	-12
53	O=C(CSc1ccc(F)cc1)N1CCN(CCn2cccn2)CC1	-3
54	Cc1noc(-c2cn(CCNC(=O)c3ccsc3)nn2)n1	-4
55	COC(=O)c1ccc(C(=O)N2CCC(Oc3ccc(C(F)(F)F)cn3)CC2)cc1	-12
56	Cc1oncc1C(=O)NCC1CCN(C(=O)Nc2ccc(F)cc2)CC1	-3
57	O=C(COc1ccccc1)NCC(=O)N/N=C\c1ccc(C(F)(F)F)cc1	-2
58	CC(C)(C)C(=O)NC(Sc1ccnc(SC(NC(=O)C(C)(C)C)C(Cl)(Cl)Cl)n1)C(Cl)(Cl)Cl (configuration not stated)	-8
59	CC(CC(=O)Nc1ccc([N+](=O)[O-])cc1)=NNC(=O)c1ccccc1O	3
60	COc1cccc2cc(C(=O)NC[C@H](OC)c3cccc(F)c3)oc12	-8

# Exported field by field: entries from further up.
34) Cc1ccnc(Nc2cc(NCCNS(=O)(=O)c3ccccc3Cl)ncn2)c1
  PriA SSB inh: -2

1) COc1ccccc1C=NNC(=O)CNC(=O)c1ccc(S(=O)(=O)N(C)C)cc1
  PriA SSB inh: 2

4) Cc1nc2c(C)cccc2cc1C(=O)NN=Cc1cccnc1
  PriA SSB inh: 2

41) O=c1ccc(-c2cccs2)nn1CCNS(=O)(=O)Cc1ccccc1
  PriA SSB inh: -6

# (list continues)
item	SMILES	PriA SSB inh
61	COc1ccccc1-c1nnc(NC(=O)[C@@H]2CCCCN2S(=O)(=O)c2cccs2)o1	-20
62	CCOc1ccc(CC(=O)Nc2cc(C)nn2-c2nc(-c3cccs3)cs2)cc1	-2
63	O=C(Cn1cc(-c2ccc(F)cc2)cn1)N1CCC(Oc2cccc3cccnc23)CC1	5
64	CCOC(=O)c1c(NC(=O)CSc2nc3scc(-c4ccc(C)o4)c3c(=O)n2-c2ccccc2)sc(C)c1C	-6
65	COc1ccc(C[C@](C)(O)CNS(=O)(=O)c2ccc(F)c(C)c2)cc1	-13
66	CCOC(=O)c1c(NC(=O)C(C)SC2CCCCC2)sc2c1CCCC2 (configuration not stated)	13
67	Cc1ccc(-n2c(C)cc(C=NNC(=O)c3ccncc3)c2C)cc1	13
68	COC(=O)NN=Cc1cc([N+](=O)[O-])cc(Br)c1O	-4
69	CCOC(=O)c1sc(-n2c(C)ccc2C)c(C#N)c1C	-6&-2
70	C=CCn1c(=NC(=O)CCC)sc2cc(Br)ccc21	-14
71	O=C(CSc1nc(-c2ccc(Cl)cc2)cs1)N1CCN(c2ccccn2)CC1	-12
72	COc1ccc2nc(-c3ccc(NC(=O)C(C)(C)C)cc3)cn2n1	-18
73	Cc1ccc2c(c1)N(C(=O)Cn1c(C)nc3c(c1=O)CN(Cc1ccccc1)CC3)CCO2	-17
74	O=S(=O)(Nc1cccc(Cl)c1Cl)c1cccc2cccnc12	-17
75	COc1cc(C=Nn2c(-c3cc(C)[nH]n3)n[nH]c2=S)cc(OC)c1OC	-8
76	Cn1cnc(S(=O)(=O)NCCNS(=O)(=O)c2ccc(OC(F)(F)F)cc2)c1	-3
77	O=C(Nc1ccccc1C(F)(F)F)N(Cc1ccsc1)Cc1ccco1	-7
78	CN(C)CCCN(C(=O)C1=COCCO1)c1nc2c(F)cccc2s1	-9
79	COc1ccc(CCNC(=O)c2nc(SC)ncc2Cl)cc1OC	-2
80	COc1ccc2oc(-c3cccs3)cc(=O)c2c1	-9
81	COc1ccc(F)cc1S(=O)(=O)NC1CCC(Oc2ncccn2)CC1 (configuration not stated)	-14
82	O=C(NCCCN1CCOC(c2ccccc2)C1)C(=O)NC1CC1 (configuration not stated)	-7
83	COC(=O)c1cccc(Nc2c(-c3nc(C(C)C)no3)cnc3nc(C)ccc23)c1	-11
84	COc1ccc(OCC(=O)NC2C=CS(=O)(=O)C2)cc1 (configuration not stated)	-5
85	O=C(Cc1ccc([N+](=O)[O-])cc1)NN=Cc1cccnc1	-8
86	O=[N+]([O-])c1ccccc1C=NN1CCN(c2ccccn2)CC1	39*
87	O=C(NCCCn1ccnc1-c1ccccc1)c1ccc(S(=O)(=O)N2CCCC2)cc1	-2
88	O=C1C(=O)N(CCO)C(c2ccccc2[N+](=O)[O-])C1=C(O)c1ccccc1 (configuration not stated)	7
89	Cc1nn(C2CCS(=O)(=O)C2)c2nc(-c3ccco3)cc(C(=O)Nc3ccc4c(c3)OCCO4)c12 (configuration not stated)	10
90	Cc1cc(O)c(C=NNc2ccccc2Cl)c(=O)o1	-6
91	CC1CCCCC1NC(=O)CON=Cc1ccccc1OC(F)F (configuration not stated)	-3
92	O=C(NN=Cc1cccc(O)c1)c1cc2c(ccc3ccccc32)o1	-8
93	CC(=O)Nc1ccccc1NC(=O)CC(C)=NNC(=O)C1CCCCC1	-8
94	COC(=O)c1ccc(C2C(C(=O)c3ccco3)=C(O)C(=O)N2c2nc3c(C)cc(C)cc3s2)cc1 (configuration not stated)	-3
95	O=C(c1ccccc1)c1sc(NC(=O)C23CC4CC(CC(C4)C2)C3)nc1-c1ccccc1	-10
96	CCOC(=O)c1c(-c2ccccc2)csc1NC(=O)c1ccc(C(C)(C)C)cc1	-1
97	O=C(c1ccc2cc[nH]c2c1)N1CC(N2C(=O)C3CC=CCC3C2=O)C1 (configuration not stated)	-8
98	O=C(NCCCn1ncccc1=O)c1cc(-c2ccccc2)on1	-19
99	O=C(NCc1ccc(C(O)c2ccsc2)s1)C1CC=CCC1 (configuration not stated)	1
100	O=C(NC1CCCCC1)N1CCN(c2ccc3nncn3n2)CC1	-4
101	O=C(NCC1CCCN1c1nc2ccccc2o1)c1cccc(Cl)c1 (configuration not stated)	-23
102	O=c1n(Cc2cccnc2)nc(C2CC2)n1-c1ccccc1	-23
103	O=C(NCCN1CCN(c2ccccc2F)CC1)C(=O)NC1CC1	-2
104	Cc1oncc1C(=O)N1CCN(C(=O)c2cnn3ccccc23)CC1	-9
105	CC(C)(C)C(=O)c1no[n+]([O-])c1C(=NO)C(C)(C)C	-10
106	CCN1CCCc2cc(CCNC(=O)C(=O)NC(C)C)ccc21	26
107	Cc1cccc2sc(OC3CCN(C(=O)c4ccc(=O)[nH]c4)CC3)nc12	-1
108	COc1ccc(NC(=O)CC(C)n2nc(C)c(Br)c2C)cc1 (configuration not stated)	12
109	COc1cccc(C=NNC(=O)COc2cccc3cccnc23)c1O	-14
110	Clc1ssc(=Nc2ccccn2)c1Cl	-11
111	CNc1c(Br)cc(Br)c2c1C(=O)c1ccccc1C2=O	75
112	CCOC(=O)c1csc(NC(=O)Cn2nc(-n3ccc4ccccc43)ccc2=O)n1	-5
113	CC(NC(=O)CC1S/C(=N\N=C/c2ccco2)NC1=O)C(=O)O (configuration not stated)	-6
114	COC(CNC(=O)C1c2ccccc2Oc2ccccc21)c1ccccc1C (configuration not stated)	-14
115	Cn1ccnc1SCC1CCN(C(=O)c2ccccc2Cl)CC1	0
116	CN(C)c1ccc(CCCNC(=O)c2ccc(Cl)cc2)cc1	13
117	O=C(Nc1nc2c(s1)CCCC2)c1ccc(N2CCC(Cc3ccccc3)CC2)nn1	-16
118	Cn1cnc(S(=O)(=O)N2CC(S(=O)(=O)c3ccc(Cl)cc3)C2)c1	-15
119	COc1cc(C=NNC(=O)c2nonc2N)c(OC)cc1Br	-4
120	CN(N=Cc1ccco1)C1=NS(=O)(=O)c2ccccc21	2

# Sorted by count of non-hydrogen atoms (highest first): part of the list above
item	SMILES	PriA SSB inh
117	O=C(Nc1nc2c(s1)CCCC2)c1ccc(N2CCC(Cc3ccccc3)CC2)nn1	-16
112	CCOC(=O)c1csc(NC(=O)Cn2nc(-n3ccc4ccccc43)ccc2=O)n1	-5
114	COC(CNC(=O)C1c2ccccc2Oc2ccccc21)c1ccccc1C (configuration not stated)	-14
109	COc1cccc(C=NNC(=O)COc2cccc3cccnc23)c1O	-14
119	COc1cc(C=NNC(=O)c2nonc2N)c(OC)cc1Br	-4
110	Clc1ssc(=Nc2ccccn2)c1Cl	-11

# More results.
item	SMILES	PriA SSB inh
121	COc1ccc(C(=O)Nc2nsc(-c3ccccc3)n2)cc1	-4
122	Cc1ccc(NC(=S)C(=C([O-])c2ccc(Cl)s2)[n+]2cccc(CO)c2)cc1C	-4
123	Cc1cc(-n2c(C)nc3ncccc3c2=O)ccc1NC(=O)COc1ccc(Cl)cc1Cl	-10
124	O=C(NCCC(O)c1ccc2c(c1)OCO2)NCc1cccs1 (configuration not stated)	-17
125	O=[N+]([O-])c1cccc(-c2nc(S(=O)(=O)c3ccccc3)c(N3CCCCCC3)o2)c1	13
126	O=C(COc1ccccc1F)N1CC(N2C(=O)CCC2=O)C1	-16

# High-throughput results from PubChem BioAssay.
